Myeloid diff MLP: compounds promoting myeloid differentiation | ER-HoxA9 myeloid progenitors, lysozyme-GFP differentiation, flow cytometry | calls only at 10 µM | actives 1% (n = 360,000) | AID 624256;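 active means normalized GFP-positive differentiation at or above the plate's own cutoff, the solvent-only control mean plus 3 SD; inconclusive means no clear call, values can overlap the other calls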;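 further: cells exposed to compound for four days before flow analysis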
Autophagy HCS: alters autophagy in cells; AID 463193; calls only at 10 µM (by protocol); MEF GFP-LC3 puncta imaging; test concentration mostly 10 µM; actives 0.98% (n = 190,000);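 active means percentage of spot-positive cells more than 3 SD above its plate mean, without a fluorescence outlier flag or 80% toxicity; inconclusive means no clear call, values can overlap the other calls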;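 further: spot-positive cell cutoff set from DMSO-treated cells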
Lipid droplet: hepatic lipid droplet formation modulation; AML12 mouse hepatocytes, oleate lipid droplets, BODIPY imaging; inhibition, % at 6.5 µM; actives 0.4% (n = 240,000); AID 1656;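 active means lipid droplet intensity inhibited by at least 50%, with more than 500 cells counted; inconclusive means wells with under 300 cells, treated as cytotoxic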
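Technique: fluorescence imaging, 20x objective, two fields per well / Assay system: AML12 hepatocytes (mouse) / Measure: % inhibition of lipid droplet signal / Doses: 6.5 µM single-point dosing / Incubation: overnight exposure / Reagent: 100 µM oleic acid challenge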
MT stabilize HCS: microtubule stabilization, imaging screen; HeLa tubulin immunostaining HCS, 24 h; share of cells brighter than vehicle mean+2SD; % tubulin-high responders, % at 10 µM; actives 0.83% (n = 200,000); AID 2205;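 active means plate Z-score above 3 for both tubulin-high and condensed-nucleus cell shares, with cell loss under 80%, at 10 µM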;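 further: anti alpha tubulin signal scored within the nucleus-defined area of each cell; some results filed as inactive read as strong as hits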
T cell modulator: modulates CD8 T cell binding to vesicles | 2C CD8+ T cell-vesicle binding, flow cytometry; stronger effect = lower value | calls only at 7 µM | actives 0.068% (n = 330,000);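 active means response, share of CD8 T cells binding vesicles, and their 90th percentile fluorescence all below set limits, cut at about 80% in these data, passing the limit was not always enough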
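System: murine 2C transgenic CD8+ T lymphocytes; also added: QL9-loaded Drosophila micro-vesicles; times: binding 1.5 h at 37 °C; measured by: flow cytometry, PE anti-B7-1 (FL2) versus Alexa647 anti-CD8 (FL8), PFA-fixed; control set: Peptide-free naked vesicles (low) and QL9 vesicles with 0.7% DMSO vehicle (high)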
WT yeast gro inh: growth inhibition of WT yeast, mitochondrial fusion screen; inhibition, % at 10 µM; mitochondrial fusion phenotypic screen, WT strain; actives 2.1% (n = 190,000); in the data active means inhibition above about 58%; tested in S. cerevisiae
b-catenin transl: modulators of beta-catenin nuclear translocation; HeLa beta-catenin nuclear translocation, immunofluorescence imaging; actives 0.3% (n = 190,000); AID 1665; nuclear translocation activity, % at 5 µM;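 active means nuclear translocation activity above 50% at 5 µM, with a well cell count of 50 or more; inconclusive means wells under 50 cells across six images, flagged as toxic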;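 further: per-cell ratio of nuclear to cytoplasmic median beta-catenin stain intensity; plate controls were DMSO negative control for no effect and GSK-3 inhibitor IX positive control for full effect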
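Test system: human HeLa cell line; Doses: 5 µM primary, 0.02–20 µM confirmation; Incubation: 24 h compound exposure, 37°C; Detection: beta-catenin immunofluorescence imaging with DAPI; Read-out: beta-catenin nuclear/cytoplasmic ratio, % activation.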
West Nile virus CPE: West Nile virus antiviral activity, cell-based, CPE readout (AID 1621); West Nile virus-infected cells, CPE inhibition; higher % means a stronger effect; CPE inhibition, % at 10 µM; hits with a dose series show IC50 in µM; actives 0.02% (n = 290,000); in the data active means a potency from the dose series; inconclusive means CPE inhibition mostly from about 3.7% at the one dose, without a potency; inactive means the rest, 99 in 100 with CPE inhibition below about 2.2%; further: strong numbers were not always called active
Ins promoter up: MIN6 insulin promoter up-regulation. actives 0.3% (n = 190,000). MIN6 insulin promoter-GFP reporter, high-content imaging; stronger effect = higher value. z-score at 5 µM;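 active means z-score above 3 at 5 µM with at least 500 cells counted in the well; inconclusive means wells under 500 cells, flagged as cytotoxic or low count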
WT yeast gro inh mutant strain: second read-out of WT yeast gro inh, no call of its own (marks repeat the call); inhibition, %; mitochondrial fusion phenotypic screen, mutant strain inhibition
Ins promoter up cell count: also measured in Ins promoter up; calls as there; cell count; measured here: cytotoxicity, nuclei count;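 total cells summed across four imaged fields per well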
Lipid droplet cells 6.5 µM: recorded beside Lipid droplet, whose call it bears; cell count; measured here: cell count, cytotoxicity flag;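 cells counted across two imaged fields per well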
b-catenin transl cell count 5 µM: further read-out of b-catenin transl, marked with its call; cell count; measured here: cell count, cytotoxicity flag
T cell modulator vesicle-bound %: recorded beside T cell modulator, whose call it bears; double positive events, %; measured here: CD8+ vesicle-bound cell fraction;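 binding gate set so that unloaded-vesicle control wells show 10% double positive cells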
MT stabilize HCS Hoechst-high %: further read-out of MT stabilize HCS, marked with its call; % Hoechst-high responders; measured here: nuclear condensation Hoechst responders;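 share of cells brighter than vehicle mean plus two SD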
MT stabilize HCS cytotoxicity %: second read-out of MT stabilize HCS, no call of its own (marks repeat the call); toxicity, %; measured here: cytotoxicity by cell density;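 0% = mean cell density of plate MIN control wells and 100% = no cells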
Autophagy HCS cell loss 18 h: recorded beside Autophagy HCS, whose call it bears; toxicity, %; measured here: cell loss, nuclei count;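 cell loss after 18 h compound exposure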
Myeloid diff MLP GFP+ MAC1+ %: second read-out of Myeloid diff MLP, no call of its own (marks repeat the call); GFP+ MAC1+ double positive, %; measured here: differentiation confirmed by MAC1 staining
The depositor's hits bear a star; i = inactive; ? = inconclusive; . = not tested or not shown; + = active, no number; & = joins results of further samples. This is a subset (hit frequency here may not be typical).

SMILES	Myeloid diff MLP	Myeloid diff MLP GFP+ MAC1+ %	Autophagy HCS	Autophagy HCS cell loss 18 h	Lipid droplet	Lipid droplet cells 6.5 µM	MT stabilize HCS	MT stabilize HCS Hoechst-high %	MT stabilize HCS cytotoxicity %	T cell modulator	T cell modulator vesicle-bound %	WT yeast gro inh	WT yeast gro inh mutant strain	b-catenin transl	b-catenin transl cell count 5 µM	West Nile virus CPE	Ins promoter up	Ins promoter up cell count
COc1ccc(CCNCc2ccc(C)s2)cc1OC	i	0.4	i	38	-3	694	4.4	2.1	8.2	i	37	-4	6	-0.8	1083	0.6%	-0.31	1376
N=Cc1c(O)n(-c2ccccc2)c(=O)n(-c2ccccc2)c1=O	i	0.5	.	.	16	854	.	.	.	i	25	.	.	1.0	1304	-0.3%	0.49	1157
COc1ccc(C(=O)C2CN(C)CC2c2ccc(Cl)cc2)cc1 (configuration not stated)	i	0.1	i	20	-6	587	1.7	1.5	1.9	i	34	23	9	0.9	1478	-0.8%	-2.1	1404
CN1CCN(c2nc3ccccn3c(=O)c2C=C2C(=O)N(C)C(=O)N(C)C2=O)CC1	i	0.5	i	-9	14	713	3.8	3.7	6.2	i	43	4	12	1.1	1213	0.0%	-0.16	1421
Cc1cccc(N2C(=O)NC(=O)/C(=C\c3ccc4c(c3)CCCN4Cc3ccccc3)C2=O)c1	i	1.0	i	7	20	674	7.0	1.7	0.0	i	46	23	4	1.2	580	0.1%	-0.06	1005
Cc1ccc(CN2C(=O)CN=C(c3ccccc3)c3ccccc32)cc1	i	0.7	i	3	-71	414	3.5	3.1	6.8	i	48	13	16	.	.	-1.3%	-0.6	1153
CCCCn1c(=O)c(C(=O)Nc2ccsc2C(=O)OC)c(O)c2ccccc21	?	.	i	-3	-8	714	3.8	2.6	4.2	i	44	-9	-14	-2.1	1094	-1.8%	0.42	1450
O=C(Cc1ccccc1)N1CCN(Cc2ccc(F)cc2)CC1	i	0.4	.	.	10	791	.	.	.	i	44	.	.	.	.	-0.4%	.	.
Cc1cc(=O)[nH]c(SCc2nc3ccccc3c(=O)n2-c2ccccc2C)n1	i	0.3	+	.	10	730	3.8	1.4	6.0	i	10	-11	-4	-5.6	1109	1.6%	0.24	1456
CCN1C(=O)/C(=C/c2ccc3c(c2)CCN3CCCCl)C(=O)NC1=S	i	1.3	i	-6	-3	560	1.8	1.8	13	i	42	18	13	6.5	866	0.2%	0.02	1262
O=c1c2ccccc2nc(-c2ccccc2F)n1-c1ccccc1	i	0.3	.	.	-11	803	.	.	.	i	58	.	.	.	.	-0.3%	.	.
COC(=O)CSC1=NP(=S)(SCC(=O)OC)N2CCCC2=C1C#N (configuration not stated)	i	0.7	i	-4	.	.	3.0	1.8	7.5	i	35	1	-4	3.8	765	0.2%	0.71	1125
O=C1NC(=O)C(=Cc2ccc(N3CCN(C(=O)c4ccccc4)CC3)c([N+](=O)[O-])c2)C(=O)N1	i	0.5	i	17	0	701	3.1	1.7	3.0	i	56	10	-3	0.7	1062	-0.3%	.	.
O=c1cccc2n1CC1CC2CN(c2ncnc3c2cnn3-c2ccccc2)C1 (configuration not stated)	i	0.9	i	0	.	.	1.6	1.4	1.6	i	19	6	-4	-1.9	1163	0.4%	-0.83	957
CC1CCC(C)(NS(=O)(=O)OCC(Cl)(Cl)Cl)CC1 (configuration not stated)	i	1.6	.	.	12	842	.	.	.	i	28	.	.	.	.	-1.1%	.	.
CCC(=NCCCn1ccnc1)c1c(O)n(-c2ccccc2)c(=O)[nH]c1=O	i	0.1	.	.	.	.	.	.	.	i	33	.	.	-0.9	1285	0.2%	-0.8	1432
O=c1c2ccccc2nc(/C=C/c2ccc(F)cc2)n1-c1ccccn1	.	.	.	.	1	696	.	.	.	i	22	.	.	-1.4	1131	-0.1%	0.04	1488
CCOc1ccc(N2C(=O)/C(=C\c3cccs3)C(=O)NC2=S)cc1	.	.	i	-6	7	649	1.9	2.9	9.6	i	61	18	-10	-4.1	1110	-0.1%	0.3	1096
CC(C)COP(=O)(OCC(C)C)C(O)c1cccnc1 (configuration not stated)	i	0.7	i	-3	-32	654	3.3	2.6	3.9	i	53	2	5	-4.8	528	-0.5%	-0.21	1392
CC(=O)Nc1ccccc1OC(=O)N(C)C	i	4.3	i	-8	.	.	1.1	2.3	9.1	i	18	-31	-13	-5.4	985	0.8%	0.86	1421
Cn1c[n+](C)cc1C(O)c1ccccc1 (configuration not stated)	i	0.5&0.9	i	-6&1	.	.	5.2&3.1	3.6&1.7	7.0&6.3	i	44&56	9&-13	-8&-6	-1.7&-1.2	832&1328	-0.1%&0.4%	0.82&0.15	1214&1568
CN1CCC(N(C)c2nc(-c3ccccc3)nc3ccccc23)CC1	i	2.5	i	-2	-12	692	2.8	1.8	0.7	i	44	33	26	0.8	996	?	0.33	1184
C[C@H]1CC[C@@]2(C)[C@@H](CC[C@@H]3[C@@H]2CC[C@]2(C)[C@@H](O)CC[C@@H]32)C1	i	0.5	.	.	11	684	.	.	.	i	5	.	.	0.8	1331	0.0%	-0.13	1082
CCCCn1c(N)c(N(CCOC)C(=O)CN2CC=C(c3ccccc3)CC2)c(=O)[nH]c1=O	i	0.4	i	-3	3	711	2.9	3.9	5.6	i	49	5	-2	0.2	1120	1.0%	-0.38	1457
CN(C)C1(CNC(=O)Nc2ccc(Cl)c(Cl)c2)CCCCC1	i	0.9	.	.	-8	840	.	.	.	i	36	.	.	.	.	-0.5%	.	.
CCOC(=O)Cn1cc(C(=O)c2ccccc2)c2ccccc21	i	0.5	.	.	11	831	.	.	.	i	54	.	.	.	.	-0.3%	.	.

Five records picked at random from those above:
SMILES	Myeloid diff MLP	Myeloid diff MLP GFP+ MAC1+ %	Autophagy HCS	Autophagy HCS cell loss 18 h	Lipid droplet	Lipid droplet cells 6.5 µM	MT stabilize HCS	MT stabilize HCS Hoechst-high %	MT stabilize HCS cytotoxicity %	T cell modulator	T cell modulator vesicle-bound %	WT yeast gro inh	WT yeast gro inh mutant strain	b-catenin transl	b-catenin transl cell count 5 µM	West Nile virus CPE	Ins promoter up	Ins promoter up cell count
N=Cc1c(O)n(-c2ccccc2)c(=O)n(-c2ccccc2)c1=O	i	0.5	.	.	16	854	.	.	.	i	25	.	.	1.0	1304	-0.3%	0.49	1157
CCCCn1c(=O)c(C(=O)Nc2ccsc2C(=O)OC)c(O)c2ccccc21	?	.	i	-3	-8	714	3.8	2.6	4.2	i	44	-9	-14	-2.1	1094	-1.8%	0.42	1450
COc1ccc(CCNCc2ccc(C)s2)cc1OC	i	0.4	i	38	-3	694	4.4	2.1	8.2	i	37	-4	6	-0.8	1083	0.6%	-0.31	1376
C[C@H]1CC[C@@]2(C)[C@@H](CC[C@@H]3[C@@H]2CC[C@]2(C)[C@@H](O)CC[C@@H]32)C1	i	0.5	.	.	11	684	.	.	.	i	5	.	.	0.8	1331	0.0%	-0.13	1082
CC1CCC(C)(NS(=O)(=O)OCC(Cl)(Cl)Cl)CC1 (configuration not stated)	i	1.6	.	.	12	842	.	.	.	i	28	.	.	.	.	-1.1%	.	.

Screens deposited in PubChem BioAssay by several laboratories.
